CHO parental Ca – ATP-evoked calcium signal inhibitors, parental CHO, primary screen, counter-screen for OX1R antagonist project, cell-based, fluorescence, Fluo-8 calcium dye; inhibition, % at 5.6 µM; 330,000 compounds, 0.63% hits; parental CHO-K1, ATP-induced calcium, Fluo-8 fluorescence;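 active means inhibition above that plate's mean sample inhibition plus 3 SD, cut at about 26% in these data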;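 further: 0% = ATP-challenged DMSO wells and 100% = DMSO wells without ATP; some compounds past the cut are filed as inactive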
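Material: Parental CHO cells | Reagent: ATP | Compound dosing: Single nominal dose of 5.6 µM per compound | Detection: Intracellular calcium via Fluo-8 no-wash fluorescent dye | Read-out: % inhibition of ATP-induced calcium mobilization | Benchmarks: Low control ATP plus DMSO, high control DMSO only | Replicates: Singlicate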
TAAR1 antag – human TAAR1 antagonists, primary screen, Fluo-8 calcium fluorescence, CHO RD-HGA16 cells; Trace amine-associated receptor 1 (Homo sapiens), Q96RJ0; antagonist; inhibition, % at 3 µM; 360,000 compounds, 1.5% hits; AID 624466, 2012;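 active means inhibition above a per-plate cutoff, the mean inhibition of test compounds on that plate plus 3 SD, cut at about 49% in these data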;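 further: 0% = DMSO plus EC80 beta-PEA response and 100% = DMSO alone without agonist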
Target sequence (Q96RJ0 whole entry, looked up): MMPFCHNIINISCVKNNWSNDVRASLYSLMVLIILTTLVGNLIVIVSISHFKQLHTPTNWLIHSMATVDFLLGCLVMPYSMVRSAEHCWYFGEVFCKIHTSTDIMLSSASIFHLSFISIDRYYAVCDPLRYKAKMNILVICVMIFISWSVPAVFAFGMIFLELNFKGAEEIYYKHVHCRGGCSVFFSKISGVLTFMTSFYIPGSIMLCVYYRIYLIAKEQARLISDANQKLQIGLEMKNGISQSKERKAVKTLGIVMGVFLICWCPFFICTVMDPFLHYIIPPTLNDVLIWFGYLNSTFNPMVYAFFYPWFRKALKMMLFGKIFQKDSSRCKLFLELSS
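Assay system: RD-HGA16 CHO cells with stable hTAAR1 and Gα16 / Reagent: EC80 β-phenethylamine stimulus / Doses: 3 µM, single point / Timing: dye loading 75 min at 37 °C, then 30 min room temperature / Measured by: Fluo-8 intracellular calcium dye fluorescence, real-time kinetic reads / Controls: vehicle wells and EC80 agonist wells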
M1 PAM parental – nonselective calcium activators in parental CHO-K1 cells, primary screen, counter-screen for M1 PAM project, cell-based, Fluo-8 calcium fluorescence, full deck, 1536-well | ATP EC20; 0% at ATP EC20, 100% at ATP max | activation, % at 3 µM | 360,000 compounds, 0.02% hits;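 active means activation above the run cutoff, the mean activation of all test compounds plus 3 SD, cut at about 40% in these data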;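 further: peak over basal fluorescence ratio in a 140 s read after ATP addition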
GPR7 antag – GPR7 receptor antagonists, primary screen, cell-based, fluorescence, single concentration; GPR7-expressing cells, fluorescence antagonist assay; inhibition, % at 4.4 µM; 290,000 compounds, 1.1% hits; in the data active means inhibition above about 16%, passing the limit was not always enough;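 further: cells stimulated with the agonist NPW; 0% = agonist with vehicle and 100% = vehicle without agonist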
Target sequence (P48145 whole entry, looked up): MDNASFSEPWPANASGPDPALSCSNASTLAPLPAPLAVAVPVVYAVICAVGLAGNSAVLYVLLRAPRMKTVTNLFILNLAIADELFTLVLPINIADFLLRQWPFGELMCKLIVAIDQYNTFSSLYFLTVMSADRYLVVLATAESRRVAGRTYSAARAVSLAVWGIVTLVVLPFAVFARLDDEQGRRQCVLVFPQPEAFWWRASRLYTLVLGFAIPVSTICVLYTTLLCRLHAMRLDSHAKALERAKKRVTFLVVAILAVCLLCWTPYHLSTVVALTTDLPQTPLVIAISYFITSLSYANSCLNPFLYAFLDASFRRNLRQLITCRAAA
M1 ag parental – counter-screen for M1 agonists: effect in parental CHO-K1 cells. activation, % at 3 µM. 360,000 compounds, 0.48% hits. Fluo-8 calcium fluorescence; scaled to maximal ATP response, vehicle zero; in the data active means activation above about 15%;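 further: untransfected CHO-K1 host cells lacking M1 receptor as counterscreen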
V1R ag counter – agonists of human V1a receptor, primary screen, counter-screen for OXTR agonist project, fluorescence, CHO-V1R cells; Vasopressin V1a receptor (Homo sapiens), P37288; Fluo-8 calcium fluorescence, agonist mode; 0% DMSO, 100% 3 nM vasopressin; activation, % at 3 µM; 320,000 compounds, 0.25% hits;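 active means activation above the mean activation of all tested compounds plus 3 SD, per screening run, cut at about 20% in these data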;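 further: signal is peak over basal fluorescence ratio across a 100 second FLIPR read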
Target sequence (P37288 whole entry, looked up): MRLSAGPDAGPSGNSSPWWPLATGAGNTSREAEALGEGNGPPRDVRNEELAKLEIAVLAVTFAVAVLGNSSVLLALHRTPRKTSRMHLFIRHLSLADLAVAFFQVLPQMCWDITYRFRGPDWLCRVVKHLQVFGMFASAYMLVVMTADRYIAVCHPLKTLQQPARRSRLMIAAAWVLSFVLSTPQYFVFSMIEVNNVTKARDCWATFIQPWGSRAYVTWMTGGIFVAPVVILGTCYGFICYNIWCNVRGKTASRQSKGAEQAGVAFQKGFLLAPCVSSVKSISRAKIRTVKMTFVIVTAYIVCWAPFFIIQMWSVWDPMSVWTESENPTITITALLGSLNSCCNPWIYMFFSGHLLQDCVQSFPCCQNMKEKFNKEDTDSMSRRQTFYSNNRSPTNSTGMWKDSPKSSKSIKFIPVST
OXTR potentiate – human OXTR potentiators, primary screen, fluorescence, CHO-OTR cells, Fluo-8 calcium | Oxytocin receptor (Homo sapiens), P30559 | Fluo-8 calcium fluorescence, potentiator mode; 0% = oxytocin EC15, 100% = EC100 | activation, % at 3 µM | 320,000 compounds, 0.061% hits | AID 2445, 2010;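 active means activation above that plate's cutoff, the mean activation of tested compounds plus 3 SD, cut at about 6.6% in these data, passing the limit was not always enough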;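 further: 100% uses oxytocin at 75 nM as the full agonist control; some results filed as inactive read as strong as hits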
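Material: human OTR in CHO cells. Compound: 3.0 µM, one dose. Timing: compound 6 min at room temperature before oxytocin, 100 s read. Evaluation: % activation of max/min ratio relative to oxytocin controls. Replication: single well per compound, singlicate. Signal: Fluo-8 calcium dye fluorescence.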
CHO-K1 Ca antag – counter-screen for M1 antagonists: effect in parental CHO-K1 cells; ATP-induced calcium, Fluo-8 fluorescence; inhibition, % at 3 µM; 360,000 compounds, 0.6% hits;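 active means inhibition above a per-plate cutoff, the plate's mean sample inhibition plus 3 SD, cut at about 24% in these data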;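 further: 0% = DMSO plus EC80 ATP and 100% = DMSO alone without ATP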
OXTR agonist – human OXTR agonists, primary screen, fluorescence, CHO-OTR cells, Fluo-8 calcium; Oxytocin receptor (Homo sapiens), P30559; Fluo-8 calcium fluorescence; normalized: DMSO 0%, oxytocin 100%; activation, % at 3 µM; 320,000 compounds, 0.32% hits;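 active means activation above the mean of all tested compounds plus 3 SD, cutoff set per screening run, cut at about 20% in these data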;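 further: peak over basal fluorescence ratio from a 100 s FLIPR kinetic read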
* marks the source's active call; other numbers are inactive results; / = not tested or not shown.

SMILES	CHO parental Ca	TAAR1 antag	M1 PAM parental	GPR7 antag	M1 ag parental	V1R ag counter	OXTR potentiate	CHO-K1 Ca antag	OXTR agonist
Cc1nn(-c2ccccn2)c(C)c1Oc1ccccc1O	-4.0	-10.3	-3.3	-3.5	0.0	0.7	-5.5	-14.9	-0.8
COc1cccc(-c2ccc(NC(=O)C3CCCN(Cc4cnn(C)c4)C3)cc2)c1 (stereo unspecified)	-13.0	-8.4	11.6	1.6	2.4	5.5	-7.9	-13.8	6.3
CN(C)S(=O)(=O)c1ccc(C(=O)NCC[N+]2(C)CCCCCC2)o1	-8.2	-15.6	-2.8	-20.1	0.7	0.5	-7.2	15.2	0.4
CCOC(=O)N1CCC(NC(=O)c2ccc3c(c2)N(C)C(=O)/C(=C/c2cccc(OC)c2)S3)CC1	-23.5	7.6	5.2	14.2	4.2	2.6	-1.0	-0.8	1.6
COc1ccc(CCNC(=O)CCc2ccc(S(=O)(=O)NCC(C)C)cc2)cc1OC	-22.1	-11.5	20.5	-9.6	0.5	0.0	2.9	-21.4	-0.6
O=C(O)c1[nH]c2ccccc2c1NS(=O)(=O)Cc1ccccc1	-1.1	-5.3	19.0	1.6	0.4	0.3	-0.6	-7.8	-0.1
O=C1Nc2ccccc2/C1=C\C(=O)c1ccccc1	4.9	19.7	8.2	35.1	1.7	1.4	-21.8	-6.8	0.0
Cc1csc(NC(=O)CSc2nc3ccccc3c(=O)[nH]2)n1	-9.2	-19.4	18.4	6.8	0.5	-0.3	-13.9	-13.6	-0.9
O=C(O)CCC(=O)Nc1nc2ccc([N+](=O)[O-])cc2s1	-0.6	-4.5	11.4	-3.6	0.5	0.5	3.5	-11.9	1.8
COc1ccc(NC(=O)CS(=O)c2ccc(F)cc2)cc1 (stereo unspecified)	-4.6	-8.9	-8.6	9.3	1.7	-0.8	-10.1	-0.1	-0.7
C#CCOCC1CN(C)C(=O)O1 (stereo unspecified)	/	-22.6	-4.9	/	-0.2	/	/	6.4	/
CCOC(=O)c1cnc2ccc(Cl)cc2c1N1CCN(C)CC1	-36.5	5.6	7.6	-9.7	0.2	-0.9	-9.6	-19.0	-0.7
O=c1oc(=S)oc2c1[C@H](c1ccc(Cl)cc1)O[C@H](C1CC1)C2	/	-6.6	14.7	/	0.1	/	/	-18.5	/
COc1cc(CN2CCNC(=O)C2CC(=O)O)cc(OC)c1 (stereo unspecified)	-4.1	-2.1	-2.5	-2.8	-0.7	0.0	-1.3	6.0	-0.1
COc1cccc(NC(=O)CSc2nnnn2C2CCCC2)c1	-8.7	-12.4	-8.1	-4.6	7.2	-0.1	-8.4	-12.4	-0.1
COc1cc(OC)cc(C(=O)Nc2cc(C)nn2-c2ccccc2)c1	-11.1	-0.1	-0.4	-13.2	0.7	1.3	-4.1	-11.4	0.6
CCCN1CCN(c2ccc([N+](=O)[O-])cc2C#N)CC1	-13.1	7.5	-14.7	2.3	0.2	0.5	-1.5	-2.5	-0.5
CC(C)(C)OC(=O)N1CCN(C(=O)c2ncn(Cc3ccccc3)c2C(=O)N2CCN(C(=O)OC(C)(C)C)CC2)CC1	-16.1	-6.1	2.1	/	1.9	-0.4	-1.1	2.2	0.2
Cc1cccc(C)c1-n1nnnc1C(c1ccnc2ccccc12)N1CCN(C(=O)OC(C)(C)C)CC1 (stereo unspecified)	/	-17.8	-2.9	/	-0.2	/	/	-6.8	/
O=C(O)CN1C(=O)c2ccc(Oc3ccc4c(c3)C(=O)N(CC(=O)O)C4=O)cc2C1=O	-0.2	-4.3	22.3	-7.8	1.5	0.3	-8.5	-9.9	-0.2
NNC(=O)c1cccc(COCC(F)(F)C(F)F)c1	-6.3	4.0	-2.6	3.1	2.6	0.4	-0.3	4.6	-1.4
CCCC[C@@H]1CNC(=O)C(=O)N1CC(C)(C)C	-4.9	5.0	-12.6	/	0.0	0.6	-0.7	-5.3	0.0
CCOC(=O)c1c(C)[nH]c(C)c1C(=O)COC(=O)/C=C/c1cccc(Cl)c1	-8.5	22.0	12.4	-12.1	1.7	2.8	-13.2	-1.2	-1.1
O=C(O)/C(=C\c1c(C(=O)O)[nH]c2cc(Cl)cc(Cl)c12)c1ccccc1	-6.9	-5.9	11.4	/	-0.1	-0.4	-1.7	5.8	0.1
Cn1cc(C(=O)NCN2CCCCC2)c2ccccc21	2.9	7.0	-4.2	-4.0	0.1	4.7	-13.4	-1.6	0.3

Compound profiles, from the list above:
O=C1Nc2ccccc2/C1=C\C(=O)c1ccccc1 reads CHO parental Ca: 4.9; TAAR1 antag: 19.7; M1 PAM parental: 8.2; GPR7 antag: 35.1; M1 ag parental: 1.7; V1R ag counter: 1.4; OXTR potentiate: -21.8; CHO-K1 Ca antag: -6.8; OXTR agonist: 0.0
COc1ccc(CCNC(=O)CCc2ccc(S(=O)(=O)NCC(C)C)cc2)cc1OC reads CHO parental Ca: -22.1; TAAR1 antag: -11.5; M1 PAM parental: 20.5; GPR7 antag: -9.6; M1 ag parental: 0.5; V1R ag counter: 0.0; OXTR potentiate: 2.9; CHO-K1 Ca antag: -21.4; OXTR agonist: -0.6

The list continues:
SMILES	CHO parental Ca	TAAR1 antag	M1 PAM parental	GPR7 antag	M1 ag parental	V1R ag counter	OXTR potentiate	CHO-K1 Ca antag	OXTR agonist
CCOC(=O)N1CCC(NC(=O)C2CCCN(Cc3nc(-c4cccc(Cl)c4)oc3C)C2)CC1 (stereo unspecified)	22.1	-6.8	-0.1	-2.1	9.6	11.2	-6.2	30.1*	11.2
CN(CC(=O)Nc1cccc(F)c1)C(=O)c1cccnc1Sc1ccccc1	-12.7	2.2	15.3	/	0.5	0.2	-5.4	-8.5	-0.1
CN1C(=O)C2(OCC(C)([N+](=O)[O-])CO2)c2ccccc21 (stereo unspecified)	-11.4	-27.9	11.8	-5.1	0.1	-1.2	-2.9	3.5	-0.7
CSCCC(c1nnnn1C(C)(C)C)N1CCN(C/C=C/c2ccccc2)CC1 (stereo unspecified)	/	-38.5	12.8	/	0.4	/	/	-25.2	/
CCOC(=O)c1c(C)n(C)c2ccc(OCCN(C)C)cc12	-19.2	3.8	18.4	-3.5	-0.5	-0.8	-2.3	-4.9	0.2
CSc1nc(=S)n(-c2ccccc2)c(C)c1C(C)=O	-8.9	-12.7	3.8	-4.0	0.5	-0.4	-2.9	-17.4	-0.4
CCOc1cc(NC(=S)NCC2CCCO2)c(OCC)cc1NC(=O)c1cccc(F)c1 (stereo unspecified)	-23.5	-12.1	16.7	1.1	1.1	-0.8	-4.6	-12.6	-0.1
CCOC(=O)C1CCN(C(=O)c2cc(S(=O)(=O)N3CCOCC3)ccc2C)CC1	-3.8	-4.9	5.4	/	0.0	-0.1	-2.5	-5.9	-0.6
Cc1c(C(=O)c2cccc(F)c2)c2ccccn2c1CCC#N	-14.1	13.8	18.1	1.8	1.1	-0.3	-2.2	-22.1	-2.3
O=C(/C=C/c1cccc(Cl)c1)NCc1cccs1	-10.4	18.4	19.1	-8.3	0.7	-0.7	-13.4	-13.7	-2.7
O=C(c1ccccc1)N1CCOC(O)(c2ccccc2)C1c1ccccc1 (stereo unspecified)	/	7.5	-7.8	/	0.1	/	/	-5.3	/
COc1ccccc1N1CCN(C(=O)C(C)CS(=O)(=O)c2ccc3c(c2)NC(=O)CS3)CC1 (stereo unspecified)	-15.4	-2.8	-3.3	-10.4	2.0	3.2	-9.8	-11.5	0.7
Cc1ccc(S(=O)(=O)NCC(C)NC(=O)CN2CCOCC2)cc1 (stereo unspecified)	12.4	12.6	2.1	-10.1	0.4	0.7	0.5	-11.2	0.3
CCOc1ccc(-n2ccc(=O)c(C(=O)Nc3ccc(S(=O)(=O)Nc4ncccn4)cc3)n2)cc1	3.7	-11.2	20.0	-1.3	0.8	-0.5	2.3	-16.0	0.7
COCCCNC(=O)C(=O)Nc1cc2c3c(c1)CCC(=O)N3CCC2	-12.0	-5.5	1.4	9.7	1.1	-0.2	-6.9	-16.5	0.2
Nc1cccc2c1C(=O)N(Cc1nnc(-c3ccccc3Br)o1)C2=O	-14.5	6.9	21.7	-16.0	5.9	6.5	-12.3	-23.7	4.8
CCOc1ccc(NC(=O)COc2ccc(OC)cc2)cc1	-2.1	18.1	12.9	10.9	0.2	0.2	-5.8	-13.6	-1.7
O=C(Nc1ccc(Br)cc1)c1ccc(CSC2=NCCS2)cc1	-2.2	-4.3	7.9	-7.9	1.8	3.2	-4.5	3.3	1.5
O=C(Nc1cccnc1)c1ccc(S(=O)(=O)c2ccc(Cl)cc2)cc1	-12.4	19.6	7.4	-16.6	8.0	6.7	-30.6	-3.1	6.2
CN(CC(=O)NNC(=O)CCNS(=O)(=O)c1ccccc1)S(=O)(=O)c1ccc(Cl)cc1	-11.1	-5.3	13.0	/	-0.3	-0.6	2.7	5.9	0.0
CN1C(=O)C(O)(C2OC(C)(C)CCC2=O)c2ccccc21 (stereo unspecified)	-1.8	5.5	2.9	22.2	-0.3	-0.4	-6.9	-1.3	0.5
COc1ccc(-c2cc(C(=O)N3CCN(c4ncccn4)CC3)c3ccccc3n2)cc1	-19.3	52.2*	5.5	/	6.9	2.7	-4.2	-14.5	-1.6
CCCNC(=O)C1CN(S(=O)(=O)c2ccc(Cl)s2)c2ccccc2O1 (stereo unspecified)	/	-34.8	17.4	/	0.6	/	/	-13.3	/
Cc1cccn2c(=O)c(/C=C(\C#N)S(=O)(=O)c3ccccc3)c(N3CCN(C)CC3)nc12	-18.9	6.8	9.1	5.0	1.7	1.3	-18.2	-9.6	1.1
O=C(O)CC1NC(=O)N(c2ccc(Cl)cc2)C1=O (stereo unspecified)	-6.0	-15.9	-0.8	7.7	0.3	-0.5	-9.7	4.5	-0.7

An excerpt of these results, in CSV form.
molecule,CHO parental Ca,TAAR1 antag,M1 PAM parental,GPR7 antag,M1 ag parental,V1R ag counter,OXTR potentiate,CHO-K1 Ca antag,OXTR agonist
COc1ccc(-c2cc(C(=O)N3CCN(c4ncccn4)CC3)c3ccccc3n2)cc1,-19.3,52.2*,5.5,/,6.9,2.7,-4.2,-14.5,-1.6
CCCNC(=O)C1CN(S(=O)(=O)c2ccc(Cl)s2)c2ccccc2O1 (stereo unspecified),/,-34.8,17.4,/,0.6,/,/,-13.3,/
Cc1cccn2c(=O)c(/C=C(\C#N)S(=O)(=O)c3ccccc3)c(N3CCN(C)CC3)nc12,-18.9,6.8,9.1,5.0,1.7,1.3,-18.2,-9.6,1.1
O=C(O)CC1NC(=O)N(c2ccc(Cl)cc2)C1=O (stereo unspecified),-6.0,-15.9,-0.8,7.7,0.3,-0.5,-9.7,4.5,-0.7

Screening data deposited in PubChem by The Scripps Research Institute Molecular Screening Center.
